# HTRA1 inhibitor: HTRA1 serine protease inhibitors, primary screen, biochemical, fluorescence polarization, HTS. AID 504803, 2011. Q92743. inhibition, % at 5.96 µM. recombinant HTRA1, FP-rhodamine activity-based probe. 340,000 compounds, 0.5% hits; in the data active = inhibition above about 36%;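 also: 0% = enzyme with DMSO and 100% = wells lacking enzyme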
# Target sequence (Q92743 whole entry, looked up): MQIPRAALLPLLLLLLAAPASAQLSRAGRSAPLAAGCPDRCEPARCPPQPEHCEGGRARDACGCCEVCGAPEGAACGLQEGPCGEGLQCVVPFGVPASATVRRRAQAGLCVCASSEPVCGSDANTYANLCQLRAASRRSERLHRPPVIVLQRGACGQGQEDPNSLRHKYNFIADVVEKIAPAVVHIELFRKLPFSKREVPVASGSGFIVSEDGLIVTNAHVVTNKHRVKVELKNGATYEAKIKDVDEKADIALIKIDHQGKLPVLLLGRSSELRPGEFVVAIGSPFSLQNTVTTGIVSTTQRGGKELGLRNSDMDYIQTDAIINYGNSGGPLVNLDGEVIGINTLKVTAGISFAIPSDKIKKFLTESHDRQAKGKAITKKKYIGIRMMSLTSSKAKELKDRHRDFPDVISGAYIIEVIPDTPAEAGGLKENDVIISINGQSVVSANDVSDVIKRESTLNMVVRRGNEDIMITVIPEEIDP
# * = called active by the depositor. Some of the compounds tested, so the mix of outcomes need not match the whole.
SMILES,HTRA1 inhibitor
Cc1cc(C)n(CC(O)CN(c2cccc([N+](=O)[O-])c2)S(=O)(=O)c2ccccc2)n1 (stereo not given),-7
CCn1c(CSc2nccn2C)nc2cc(C(=O)O)ccc21,38*
CC(C)(C)C1=CC(=O)C(=O)C(C(C)(C)C)=C1,-2
Brc1ccc(C2=CC(c3ccco3)n3ncnc3N2)cc1 (stereo not given),-2
Oc1ccc(CN2CCCc3ccccc32)c2cccnc12,39*
Cc1cc(C)c(NC(=O)Cn2nnc(C(=O)NCCc3ccccc3)c2N)c(C)c1,5
Cc1cccc([C@@H]2[C@@H]3C(=O)N(Cc4ccccc4)C(=O)[C@@H]3[C@]3(C)C(=O)N(c4ccc(C(F)(F)F)cc4)C(=O)N23)c1,-20
Cc1cc(/C=C2/SC(=S)N(c3cccc(C(F)(F)F)c3)C2=O)c(C)n1-c1cccnc1,-19
COc1cc(Cl)c(C)cc1NC(=O)CN1CCN(C(=O)C2CC2)CC1,-2
COC(=O)c1cc(C(=O)OCC(=O)N2c3ccccc3NC(=O)C2(C)C)cc([N+](=O)[O-])c1,-2
COCCOC(=O)c1[nH]c2c(c1C)C(=O)CC(c1ccccc1)C2 (stereo not given),3
CC(C)n1cnc2c(Nc3cccc(Cl)c3)nc(N(CCO)CCCO)nc21,-3
COc1ccc(C(=O)N/N=C(\C)c2ccc3c(c2)C2C=CCC2C(c2ccccc2)N3)cc1 (stereo not given),15
COc1ccc(S(=O)(=O)N(C)C[C@H]2Oc3c(NC(=O)Nc4ccc(C(F)(F)F)cc4)cccc3C(=O)N([C@H](C)CO)C[C@@H]2C)cc1,-93
COC(CN(C(=O)CCl)C(C(=O)NC1CCCC(C)C1C)c1ccc(C)cc1)OC (stereo not given),-7
C[C@@]12C(=O)Nc3ccc(Br)cc3C(=O)N1[C@H]1c3cc(Cl)ccc3OC[C@@H]1[C@@H]2c1ccccc1,-75
CCOC(=O)C1CCN(S(=O)(=O)c2ccc3c4c(cccc24)C(=O)N3)CC1,1
C[C@H](NC(=O)NC1CCCc2ccccc21)C(=O)O (stereo not given in full),-3
COc1cccc(Nc2nc3ccccc3nc2NS(=O)(=O)c2ccc(NC(C)=O)cc2)c1,3
O=C(Cn1c2ccc(F)cc2c2nc3n(c(=O)c21)CCS3)N1CCCC1,2
Cn1c2c(c(=O)n(C)c1=O)C(C(F)(F)F)(C(F)(F)F)N=C(c1ccc(Cl)cc1)N2,-24
COC(=O)c1ccc(C23CC4(C2)[C@H](CN(Cc2ccc(C(F)(F)F)cc2)[C@@H]4c2ccccc2)C3c2ccccc2)cc1 (stereo not given in full),-20
CC(C)C[C@H](N)c1nnc(S(=O)(=O)Cc2ccc(F)cc2)o1,-1
CCOC(=O)c1sc(NC(=S)NC(=O)c2cccc(Cl)c2)c(C(=O)OCC)c1C,1
COc1cccc(C(=O)CC(C#N)c2ccc(F)cc2)c1 (stereo not given),3

# Additional compounds follow.
SMILES,HTRA1 inhibitor
COc1ccc([C@H](C)NC[C@H](O)c2ccc(O)c(NC=O)c2)cc1,1
Cc1c2cc[n+](CCN3CCCCC3)cc2c(C)c2c1[nH]c1ccc(O)cc12,41*
COc1ccc(N=c2oc3c(OC)cccc3cc2C(=O)NCc2ccco2)c(OC)c1,6
O=C1Nc2ccccc2C(O)(C(=O)NCc2ccco2)N1c1ccc(Cl)c(Cl)c1 (stereo not given),2
CC(=O)O[C@H]1[C@H](O)[C@H](Oc2c(O)c(C)c3c4c2[C@@H](C)CC[C@@H]4[C@@H](C)C[C@H]3C=C(C)C)O[C@@H](C)[C@H]1O,-15
Cc1c(CCC(=O)NCCCn2ccnc2)c(=O)oc2c(C)c3oc4c(c3cc12)CCCC4,-17
O=C(Nc1c2c(nn1-c1ccc(F)cc1)CSC2)c1ccc(S(=O)(=O)N2CCOCC2)cc1,-31
O=[n+]1c2c(n([O-])c3ccccc31)CCC2,2
O=c1oc2ccccc2c(NC2CCCCC2)c1NS(=O)(=O)c1ccc(Br)cc1,-39
COc1ccc(N2CCN(C(=O)COc3cccc4ccccc34)CC2)cc1,-5
O=C(NC(NC(=S)Nc1ccccc1C(=O)O)C(Cl)(Cl)Cl)c1ccccc1 (stereo not given),-4
CCCOc1ccc(N2C(=O)CC(N(CCc3ccc(OC)c(OC)c3)C(=S)Nc3ccccc3)C2=O)cc1 (stereo not given),-37
CN(CC1CCCO1)S(=O)(=O)c1ccc(C(=O)Nc2nc(-c3ccccn3)cs2)cc1 (stereo not given),-10
CCCN1Cc2cccc(C(=O)N3CCN(c4cc(Cl)ccc4C)CC3)c2C1=O,-9
COc1ccc2[nH]c(C)c(CCN(Cc3cccs3)C(=S)Nc3cccc(F)c3)c2c1,0
O=C(C[C@H]1C[C@H](C(=O)N2CCCCC2)[C@@]2(CCc3ccccc3)c3[nH]c4ccc(Cl)cc4c3CCN2C1=O)NCCN1CCOCC1,3
CS(=O)(=O)c1nc([N+](=O)[O-])nn1CCCc1ccccc1,-1
C=CCn1c(Cn2nnc3ccccc32)nnc1SCC(=O)N/N=C/c1cc(Br)cc(OC)c1O,6
COc1ccc(N2C(=O)CCC(C(=O)N3CCCCC3)C2c2ccc(F)cc2)cc1 (stereo not given),1
Cc1ccc(N2C(=O)C3CC(c4ccccc4)=C4C5C=CC(C6C(=O)N(c7ccc(C)cc7C)C(=O)C56)C4C3C2=O)c(C)c1 (stereo not given),-19
CCCC1(c2ccccc2)NC(=O)N(CCN2C(=O)c3ccccc3C2=O)C1=O (stereo not given),6
COc1ccc(C(=O)Nc2cccnc2)cc1C(=O)Nc1cccnc1,9
COc1ccc(C[C@@H]2CN3C(=NC[C@@H]3Cc3ccc(O)cc3)N2C[C@H](C)NC(=O)CCC2CCCCC2)cc1,-10
O=C1OCC2=C1C(c1ccc(F)cc1)CC(=O)N2c1ccc(F)cc1 (stereo not given),-2
COc1cc(N=Nc2c(O)c3ccccc3[nH]c2=O)c(OC)cc1N=Nc1ccccc1,6

# (more compounds)
SMILES,HTRA1 inhibitor
Nc1sc2c(c1C(=O)NC1CCS(=O)(=O)C1)CCC2 (stereo not given),5
OC(CN1CCN(C(c2ccccc2)c2ccccc2)CC1)c1ccccc1 (stereo not given),-3
COc1ccc(C(=O)n2nnc3ccccc32)cc1Br,-2
CC(C)C(NC(=O)c1ccccc1NC(=O)c1ccccc1)C(=O)NCCCn1ccnc1 (stereo not given),5
CCOC(=O)N1CCc2c(sc3c2c(=O)n(-c2ccc(CC)cc2)c(=O)n3CC(=O)NCC2CCCO2)C1 (stereo not given),0
C#CCOCCOCCOCCNc1nc(N2CCN(C(=O)CCCCCCCCCCNC(=O)Cn3cc(CCCCCN)nn3)CC2)nc(N2CCN(C(=O)CCCCCCCCCCNC(=O)[C@H]([C@@H](C)CC)n3cc(CCCCCN)nn3)CC2)n1,-42
CCCCC1=CC2=C(c3ccco3)C(=O)C(C)(OC(=O)c3ccc(OC)cc3)C(=O)C2=CN1CCN1CCOCC1 (stereo not given),13
Cc1ccc(C2=CC(=O)C[C@H](c3ccc(Cl)cc3)C2)cc1,-37
Cc1ccc(NC(=O)CCOc2ccccc2)c(C)c1,2
CCN(CC(=O)Nc1c(F)cccc1F)C(=O)c1ccc(C)c(S(=O)(=O)N2CCCCC2)c1,-1
NS(=O)(=O)c1ccc(CCNC(=O)c2ccc(NC3=NC4CS(=O)(=O)CC4S3)cc2)cc1 (stereo not given),11
CC(=O)Nc1ccc(C2=NNC(=Nc3cccc(S(=O)(=O)N(C)C)c3)SC2)cc1,1
COC(=O)CCCC1=CC2=CC(=O)C(C)(OC(=O)c3cccs3)C(=O)C2=CN1c1cccc(C#N)c1 (stereo not given),13
OCCCc1nc2n(n1)C(c1ccccc1)C=C(c1ccccc1)N2 (stereo not given),7
Cc1ccc(C)c(NC(=O)CN(C)C(=O)Cc2coc3cc(C)c(C)cc23)c1,-8
CC1=C(C(=O)OCCCBr)C(c2ccc3c(c2)OCO3)NC(=O)N1 (stereo not given),-13
Cc1ccc(C)c(N=Cc2c(O)c3ccccc3oc2=O)c1,2
COc1ccc(Cn2c(=O)[nH]c3cc(C(=O)N4CCN(c5ccccc5OC)CC4)ccc3c2=O)cc1,-6
CSc1ccccc1OCc1cc(C(=O)N(C)Cc2c(C)n[nH]c2C)no1,0
NC(=O)CSc1oc(-c2ccco2)nc1S(=O)(=O)c1ccc(F)cc1,5
C#CCOCCOCCOCCNc1nc(N2CCN(C(=O)[C@H](CCCCN)n3cc([C@@H](N)CC(C)C)nn3)CC2)nc(N2CCN(C(=O)[C@H](Cc3cc4ccccc4[nH]3)n3cc([C@@H](N)Cc4ccc(O)cc4)nn3)CC2)n1,2
O=C(COC(=O)C12CC3CC(CC(C3)C1)C2)Nc1ccc2[nH]c(=O)[nH]c2c1,8
COC(=O)c1cc(-c2cccs2)nc2ccccc12,-6
CCCC(=O)n1nc(-c2ccco2)nc1SCc1ccccc1,1
COc1ccc2nc3oc(C(=O)N4CC(C)CC(C)C4)cc3cc2c1 (stereo not given),-18

# Continued:
SMILES,HTRA1 inhibitor
CCC(=O)N1CCc2cc(Br)cc(S(=O)(=O)CC(=O)OC)c21,7
Cc1cc(C)cc(N2CCCn3c2nc2c3c(=O)[nH]c(=O)n2C)c1,-2
COCCSc1nc2sc3c(c2c(=O)n1-c1ccccc1)CCN(C)C3,-4
C/C(=N\Nc1ncc(Cl)cc1Cl)c1cccs1,2
Cc1sc(NC(=O)c2ccco2)c(C(c2ccc(F)cc2)N2CCN(C)CC2)c1C (stereo not given),-6
COc1ccc(C[C@H]2CN3C(=NC[C@H]3Cc3ccccc3)N2CCNC(=O)c2ccc(C)c(Br)c2)cc1,-30
Cc1ccc(-c2cnc(C3CC3)o2)cc1S(=O)(=O)Nc1ccccc1,-29
Cc1cccc(C2=NN(c3ccc(Br)cc3)[C@@H](C(=O)N3CCOC3=O)[C@@H]2c2ccc(Cl)cc2)c1,-7
COc1ccc(C(N)c2nccc3cc(OC)c(OC)cc23)cc1OC (stereo not given),15
Cc1ccc(-c2cc(C(=O)NCCCn3ccnc3)c3cc(Br)ccc3n2)o1,-4
COc1cc(Br)cc(/C=N/c2ncn[nH]2)c1O,5
O=C(CSc1nnc(CNC(=O)c2c(F)cccc2F)o1)NCc1ccco1,-1
O=c1cc(C(F)(F)F)nc(SC/C=C/c2ccccc2)[nH]1,-39
COc1ccc2cc(/C=C/C(=O)N3CCN(CC(=O)N4CCCCCC4)CC3)ccc2c1,-12
Cc1ccc(SCC(=O)O/N=C(\N)c2cccnc2)cc1,3
CCCSC(=O)N(CC)CC(=O)Nc1c(CC)cccc1CC,2
COc1ccc(Nc2nc(N)nc(CSc3nccc(C)n3)n2)cc1,2
O=C(NCC(c1ccco1)N1CCN(c2ccccc2)CC1)c1ccco1 (stereo not given),2
Cc1ccc(C(=O)NCCc2nnc(SCC(=O)Nc3cccc(C(=O)O)c3)n2C)cc1,-3
O=C1C(=O)c2ccccc2C(O)=C1CCCCl,17
Cc1ccc([N+](=O)[O-])cc1N=Nc1c(-c2ccc([N+](=O)[O-])cc2)[nH]n(C(N)=S)c1=O,-1
Nc1cc(C(=O)O)c(N)c2c1C(=O)c1ccccc1C2=O,82*
CCC(C)C(N)C1=NC(C(=O)N[C@@H](CC(C)C)C(=O)N[C@H](CCC(=O)[O-])C(=O)N[C@H](C(=O)N[C@H]2CCCCNC(=O)[C@H](CC(N)=O)NC(=O)[C@@H](CC(=O)[O-])NC(=O)[C@H](Cc3cnc[nH]3)NC(=O)[C@@H](Cc3ccccc3)NC(=O)[C@H]([C@@H](C)CC)NC(=O)[C@@H](CCCN)NC2=O)[C@@H](C)CC)CS1.[Zn+2] (stereo not given in full),1
CC1(COS(N)(=O)=O)CCCCC1,2
Cc1cccc(/C=C/c2onc(C)c2S(=O)(=O)N2CCC(C(=O)N3CCCCC3)CC2)c1,-26

# Quoted at random: four compounds from above.
SMILES,HTRA1 inhibitor
O=C(CSc1nnc(CNC(=O)c2c(F)cccc2F)o1)NCc1ccco1,-1
Cc1cc(C)cc(N2CCCn3c2nc2c3c(=O)[nH]c(=O)n2C)c1,-2
Cc1ccc(C(=O)NCCc2nnc(SCC(=O)Nc3cccc(C(=O)O)c3)n2C)cc1,-3
O=c1cc(C(F)(F)F)nc(SC/C=C/c2ccccc2)[nH]1,-39

# Remaining list, next part:
SMILES,HTRA1 inhibitor
COc1ccc(N2C(=O)CCC2(C(N)=O)c2ccccc2)cc1 (stereo not given),1
Cc1ccc(-c2csc3ncnc(N4CCN(S(=O)(=O)c5cccs5)CC4)c23)cc1,2
COc1cc2nc(C3CCC3)nc(N3CCN(c4ccccn4)CC3)c2cc1OC,-28
COC(=O)C1=C(C)N(CC2CC2)C(=NCCN2CCOCC2)N[C@H]1c1ccccc1,-8
CC(=O)c1ccc(NC(=O)c2cccc(N3C(=O)c4ccccc4C3=O)c2)cc1,-3
CCN(CC)CCN(C(=O)c1ccc2c(c1)CCCC2)c1nc2cc(OC)c(OC)cc2s1,-5
O=C(C1=C[C@@H](c2coc3ccccc3c2=O)C[C@@H](OCc2ccc(CO)cc2)O1)N1CCN(Cc2ccccc2)CC1,-16

# Compounds above that contain an aryl thioether with sulfur outside any ring (eleven):
SMILES,HTRA1 inhibitor
CCn1c(CSc2nccn2C)nc2cc(C(=O)O)ccc21,38*
C=CCn1c(Cn2nnc3ccccc32)nnc1SCC(=O)N/N=C/c1cc(Br)cc(OC)c1O,6
CSc1ccccc1OCc1cc(C(=O)N(C)Cc2c(C)n[nH]c2C)no1,0
NC(=O)CSc1oc(-c2ccco2)nc1S(=O)(=O)c1ccc(F)cc1,5
CCCC(=O)n1nc(-c2ccco2)nc1SCc1ccccc1,1
COCCSc1nc2sc3c(c2c(=O)n1-c1ccccc1)CCN(C)C3,-4
O=C(CSc1nnc(CNC(=O)c2c(F)cccc2F)o1)NCc1ccco1,-1
O=c1cc(C(F)(F)F)nc(SC/C=C/c2ccccc2)[nH]1,-39
Cc1ccc(SCC(=O)O/N=C(\N)c2cccnc2)cc1,3
COc1ccc(Nc2nc(N)nc(CSc3nccc(C)n3)n2)cc1,2
Cc1ccc(C(=O)NCCc2nnc(SCC(=O)Nc3cccc(C(=O)O)c3)n2C)cc1,-3

# High-throughput results from PubChem BioAssay.
